GPR151 ag = activators of human GPR151, primary screen, cell-based, PathHunter beta-arrestin, luminescence. G-protein coupled receptor 151 (Homo sapiens), Q8TDV0. PathHunter beta-arrestin GPR151 cells. activation, % at 11.2 µM. 650,000 compounds, 1% hits. AID 1508602, 2020; in the data active = activation above about 4.9%;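 note: 0% = median of compound wells and 100% = cells with positive control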
Target sequence (Q8TDV0 whole entry, looked up): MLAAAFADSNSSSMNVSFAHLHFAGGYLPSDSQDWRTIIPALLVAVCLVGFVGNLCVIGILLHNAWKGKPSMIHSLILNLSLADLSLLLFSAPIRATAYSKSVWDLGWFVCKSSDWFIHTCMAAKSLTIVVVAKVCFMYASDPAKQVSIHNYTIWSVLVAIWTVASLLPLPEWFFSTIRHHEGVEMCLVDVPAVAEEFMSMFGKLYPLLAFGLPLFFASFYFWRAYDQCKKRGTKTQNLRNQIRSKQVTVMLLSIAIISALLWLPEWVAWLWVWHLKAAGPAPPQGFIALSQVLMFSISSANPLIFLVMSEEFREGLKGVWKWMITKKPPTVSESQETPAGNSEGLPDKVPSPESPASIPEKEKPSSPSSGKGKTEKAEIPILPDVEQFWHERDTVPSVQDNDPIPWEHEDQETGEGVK
MITF inh = MITF inhibitors, primary screen, biochemical, AlphaScreen, human; Microphthalmia-associated transcription factor (Homo sapiens), O75030; AlphaScreen MITF homodimerization, bead proximity signal; inhibition, % at 2.6 µM; 650,000 compounds, 0.91% hits; in the data active = inhibition above about 50%;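 note: 0% = vehicle wells with protein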
Target sequence (O75030 whole entry, looked up): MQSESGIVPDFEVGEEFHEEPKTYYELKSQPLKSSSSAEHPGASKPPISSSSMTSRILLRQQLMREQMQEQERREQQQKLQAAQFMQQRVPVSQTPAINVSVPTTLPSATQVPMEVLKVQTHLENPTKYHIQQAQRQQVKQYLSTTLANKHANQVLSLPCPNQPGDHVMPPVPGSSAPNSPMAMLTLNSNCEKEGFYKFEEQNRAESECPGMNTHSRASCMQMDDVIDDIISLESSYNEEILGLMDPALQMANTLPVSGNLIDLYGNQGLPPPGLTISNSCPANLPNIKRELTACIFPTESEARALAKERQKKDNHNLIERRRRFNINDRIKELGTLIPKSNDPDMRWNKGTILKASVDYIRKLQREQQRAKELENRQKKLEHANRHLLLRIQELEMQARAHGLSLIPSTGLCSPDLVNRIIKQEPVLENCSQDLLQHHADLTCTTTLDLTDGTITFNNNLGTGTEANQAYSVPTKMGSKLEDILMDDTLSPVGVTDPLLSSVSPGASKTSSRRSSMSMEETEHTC
TEAD-YAP inh = TEAD-YAP interaction inhibition, primary screen, TEAD-YAP interaction inhibitor project, luminescence, HEK-TIYL cells; 640,000 compounds, 1.4% hits; TEAD-Gal4/YAP UAS-luciferase luminescence; inhibition, % at 9.12 µM; in the data active = inhibition above about 32%;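 note: 0% = median of test compound wells and 100% = reference inhibitor wells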
FBW7 act = FBW7 E3 ligase activators, primary screen, biochemical, AlphaScreen, human. F-box/WD repeat-containing protein 7 (Homo sapiens), Q969H0. AlphaScreen FBW7–phospho-cyclin E peptide binding, activator screen. normalized activity (activation), % at 26.1 µM. 650,000 compounds, 0.13% hits; in the data active = normalized activity above about 1.9%;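 note: purified mutant Fbw7 with reduced substrate affinity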
Numbers without * were called inactive.

1: O=C(O)C1C2CCC(O2)C1C(=O)NCc1ccc(Cl)cc1 (stereo not drawn)
2: COc1cc(/C=C/C(=O)NCC2(c3ccc(F)cc3)CC2)cc(OC)c1OC
3: CC1CCc2c(sc3ncnc(NC(C)c4ccc(S(N)(=O)=O)cc4)c23)C1 (stereo not drawn)
4: CCOc1ccccc1N(CC(=O)Nc1cccc([N+](=O)[O-])c1)S(C)(=O)=O
5: O=C(NC(=S)NC1C2CC3CC(C2)CC1C3)c1ccco1 (stereo not drawn)
Compound	1	2	3	4	5
GPR151 ag	-0.4	-1.0	3.3	-0.7	-0.7
MITF inh	9	15	-6	19	-10
TEAD-YAP inh	-8	-7	5	5	-2
FBW7 act	0.1	0.6	-0.1	0.1	-0.1

6: CCc1ccc(C(=O)N[C@H]2C[C@H]3C(=O)N4CCC[C@H]4C(=O)N3C2)cc1
7: CC1=C(C(=O)OCCCc2ccccc2)C(c2ccccc2[N+](=O)[O-])CC(=O)N1 (stereo not drawn)
8: CN(C)c1ccc(NC(=O)c2ccc(N)cc2)cc1
9: CCCSc1nc2sc3c(c2c(=O)n1Cc1ccccc1)CCCCC3
10: COc1ccc(C2CC(=O)C3=C(C2)Nc2ccccc2N(C(=O)C(F)(F)F)C3c2ccccc2Cl)cc1 (stereo not drawn)
Compound	6	7	8	9	10
GPR151 ag	-0.4	0.1	-0.3	1.0	1.0
MITF inh	-11	5	5	-4	9
TEAD-YAP inh	-6	-4	-11	4	15
FBW7 act	0.2	-0.1	-0.1	-0.2	0.2

11: CCOC1=NC(C(=O)O)c2ccccc2/C(=C(\C)Cl)N1 (stereo not drawn)
12: Cc1ccc(OC(C)C(=O)NNC(=O)c2ccc(NC(=O)C3CCCCC3)cc2)cc1 (stereo not drawn)
13: Cc1ccc(N=C2NC(=O)/C(=C\c3ccc(OCc4cccc5ccccc45)cc3)S2)cc1
14: CN1C(=O)/C(=C2\SC(=S)N(CCCCCC(=O)O)C2=O)c2ccccc21
15: CC1(C)Cc2cccc(OCc3ccc(C(=O)NCC4CCCO4)cc3)c2O1 (stereo not drawn)
Compound	11	12	13	14	15
GPR151 ag	0.3	0.0	-0.6	1.5	1.1
MITF inh	4	6	2	-14	-12
TEAD-YAP inh	-4	-1	2	-1	10
FBW7 act	-0.5	-0.1	0.0	0.0	0.1

16: CCOC(=O)c1ccc(N2C(=O)CC(NCc3ccc(N4CCCC4=O)cc3)C2=O)cc1 (stereo not drawn)
17: COC(=O)c1sc2ncn(Cc3ccccc3)c(=O)c2c1C
18: Cc1cc(-c2cncnc2C2CCN(C(=O)Cn3cnc4ccccc43)CC2)on1
19: COc1ccc(CC(=O)NC2CCCCC2)cc1
20: N#Cc1cc2c(nc1S(=O)Cc1ccccc1)CCCC2 (stereo not drawn)
Compound	16	17	18	19	20
GPR151 ag	0.7	1.4	0.3	0.0	-0.2
MITF inh	4	5	4	21	-1
TEAD-YAP inh	14	9	7	-11	0
FBW7 act	-0.4	0.0	0.1	0.8	0.0

21: CN(Cc1c(O)ccc2c(=O)c(Oc3ccccc3Br)c(C(F)(F)F)oc12)C1CCCCC1
22: COc1ccc(CCNC(=O)c2ccc(Cn3c(SCC(=O)NCCC(C)C)nc4cc5c(cc4c3=O)OCO5)cc2)cc1OC
23: COc1ccc(/C(C)=N/n2c(C)cc(C)c(C#N)c2=O)c(OC)c1
24: COc1ccc(Nc2nc(NCc3ccccc3)nc3c2cnn3C)cc1
25: CSCC[C@H](NC(=O)c1cccc([N+](=O)[O-])c1C)c1nc2ccccc2[nH]1
Compound	21	22	23	24	25
GPR151 ag	0.4	-0.3	0.6	0.1	-0.4
MITF inh	16	-11	6	7	9
TEAD-YAP inh	8	-15	4	-14	-2
FBW7 act	0.5	-0.1	-0.1	-0.1	0.1

26: COC(=O)C(C(=O)Nc1cccc(C)n1)C1CCCCCC1 (stereo not drawn)
27: O=S(=O)(c1ccc(Br)cc1)c1cccc(S(=O)(=O)N2CCOCC2)c1
28: CC(=O)NC(=O)c1cc2cc(Cl)ccc2oc1=Nc1cccc2ccccc12
29: Cc1ccccc1NC(=O)CCNS(=O)(=O)c1ccccc1
30: NS(=O)(=O)c1ccc2c(c1)-c1cc(S(N)(=O)=O)ccc1C2=O
Compound	26	27	28	29	30
GPR151 ag	-0.8	0.2	1.5	-1.9	-0.9
MITF inh	21	-5	1	-3	-1
TEAD-YAP inh	8	1	-5	6	-1
FBW7 act	0.0	0.1	-0.1	0.0	-0.1

31: CC(C)(C)Nc1nc(Nc2ccccc2)nc(Nc2ccccc2)n1
32: Cc1cc2c(cc1S(=O)(=O)C(C)CC(=O)Nc1cccc3c1CCCC3)OCC(=O)N2 (stereo not drawn)
33: O=S(=O)(NCc1cccnc1)c1ccc(Cc2ccc(S(=O)(=O)NCc3cccnc3)cc2)cc1
34: CCOC(=O)c1cccc(C(=O)Nc2ccc(Br)cn2)n1
35: COc1cc(Nc2cc(NCc3cccnc3)ncn2)cc(OC)c1OC
Compound	31	32	33	34	35
GPR151 ag	0.0	0.9	-0.5	-2.2	1.2
MITF inh	19	14	5	-6	13
TEAD-YAP inh	7	1	51*	-56	-4
FBW7 act	-0.2	0.2	-0.2	-0.1	0.2

36: OCCCNc1ncnc2sc(-c3ccccc3)cc12
37: Cc1ccc2oc(-c3ccc(Cl)c(NC(=O)c4ccc(OC(C)C)cc4)c3)nc2c1
38: COCCNc1c(C(C)Cc2ccc3c(c2)OCO3)nc2cnccn12 (stereo not drawn)
39: Cc1ncc(CN2CCCC(CNS(=O)(=O)Cc3ccccc3)C2)s1 (stereo not drawn)
40: O=Cc1cc2ccccc2nc1SCCCF
Compound	36	37	38	39	40
GPR151 ag	1.4	-0.5	-0.2	0.1	0.0
MITF inh	-1	3	5	4	3
TEAD-YAP inh	0	-33	-2	9	26
FBW7 act	0.1	0.2	-0.1	0.1	-0.1

41: COc1cc(C2C(C#N)=C(N)Oc3c2ccc2ccccc32)cc(Cl)c1O (stereo not drawn)
42: COc1ccc(-c2noc(N3CCC4(CC3)OCCO4)n2)cc1OC
43: CCOC(=O)c1c(NC(=O)CSc2nnc(CNC(=O)c3ccccc3OC)n2CCc2ccccc2)sc2c1CCCC2
44: O=C(CC1Oc2ccc(Cl)cc2NC1=O)NCc1ccc2c(c1)OCO2 (stereo not drawn)
45: COc1cc2c(cc1OC)n(CC(=O)NCc1cccc(Cl)c1)n1c(C)cc(=O)nc21
Compound	41	42	43	44	45
GPR151 ag	0.9	-9.4	-2.0	-0.6	-0.5
MITF inh	0	5	5	-2	11
TEAD-YAP inh	64*	-56	-1	-4	5
FBW7 act	-0.1	-0.3	0.8	-0.1	0.0

46: COC(=O)c1ccccc1OCC(=O)NC1CCCCC1
47: O=c1[nH]c(O)c(/C=N/Nc2ccccc2)c(=O)[nH]1
48: CN(C)C(=O)CSc1nnc(Cc2cccs2)n1C1CCCCC1
49: CC(=O)c1ccc(N2CC(=O)Nc3ccccc3S2(=O)=O)cc1
50: CCOc1ccc(C2(c3cccc(F)c3)CCCCC2)cc1
Compound	46	47	48	49	50
GPR151 ag	-1.0	-0.6	0.6	2.5	-0.3
MITF inh	9	8	0	8	5
TEAD-YAP inh	-30	6	-6	-7	-4
FBW7 act	-0.2	0.6	0.0	0.0	-0.1

51: Cc1cn(-c2ccc([N+](=O)[O-])cc2)cc1C
52: CN(C)c1ccc2c(c1)S(=O)(=O)c1cc(N(C)C)ccc1C2=O
53: Cc1ccc(NC(=O)CCC(=O)NNC(=O)c2ccc(-c3ccccc3)cc2)c(C)c1
54: Cc1ccc(C(c2sc3ncnn3c2O)N2CCC(C(N)=O)CC2)cc1 (stereo not drawn)
55: Cc1ccc(NC(=O)Cn2c(-c3ccccc3Cl)nc3sc(C)c(C)c3c2=O)cc1F
Compound	51	52	53	54	55
GPR151 ag	-3.8	1.1	-1.2	2.0	0.3
MITF inh	12	-5	2	13	1
TEAD-YAP inh	-43	-78	12	-3	15
FBW7 act	-0.7	0.6	0.1	-0.1	0.4

One compound at a time, from the list above. Order of screens: GPR151 ag, MITF inh, TEAD-YAP inh, FBW7 act
Profile of `Cc1ccc(NC(=O)CCC(=O)NNC(=O)c2ccc(-c3ccccc3)cc2)c(C)c1` → -1.2, 2, 12, 0.1
Profile of `Cc1ccc(C(c2sc3ncnn3c2O)N2CCC(C(N)=O)CC2)cc1` (stereo not drawn) → 2.0, 13, -3, -0.1
Profile of `Cc1ccc(NC(=O)Cn2c(-c3ccccc3Cl)nc3sc(C)c(C)c3c2=O)cc1F` → 0.3, 1, 15, 0.4
Profile of `CN(C)c1ccc2c(c1)S(=O)(=O)c1cc(N(C)C)ccc1C2=O` → 1.1, -5, -78, 0.6

Continuation.
56: C(=N\Nc1nc2ccccc2[nH]1)/c1ccc(N2CCOCC2)cc1
57: CN(CC(=O)Nc1ccc(Cl)c(Cl)c1)CC(=O)Nc1ccc2c(c1)CCC2
58: C1=CC2C(C1)C1CC(Oc3ccccc3)C2C1 (stereo not drawn)
59: CC(C)N(C(=O)Cn1nc(-c2nccc3ccccc23)oc1=O)C(C)C
60: Cc1ccc(NC(=O)CCC(C(=O)O)N2C(=O)c3ccccc3C2=O)cc1 (stereo not drawn)
Compound	56	57	58	59	60
GPR151 ag	-1.8	1.0	2.3	1.2	0.2
MITF inh	-5	6	-6	2	1
TEAD-YAP inh	-24	13	5	11	4
FBW7 act	0.3	0.0	-0.1	-0.1	0.2

61: COc1cc2ccccc2cc1C(=O)Nc1ccc(NC(=O)c2cccs2)cc1
62: Cc1ccccc1-n1c(SCc2ccccn2)nc2n[nH]c(C)c2c1=N
63: COc1ccc(C2C(C#N)=C(N)N(c3ccccc3C(F)(F)F)C3=C2C(=O)CCC3)cc1 (stereo not drawn)
64: Cc1ccc(-c2nc(NC(=O)CCc3ccccc3)sc2C)cc1
65: Cc1cc(=O)oc2cc(OCC(=O)OCC(=O)Nc3ccccc3C(C)C)ccc12
Compound	61	62	63	64	65
GPR151 ag	-0.4	-0.5	-0.8	-1.1	1.4
MITF inh	17	16	15	-5	1
TEAD-YAP inh	5	-44	-2	4	-1
FBW7 act	0.4	0.1	0.1	0.0	0.0

66: Cc1[nH]c(=O)[nH]c(=O)c1S(=O)(=O)Nc1ccccc1Cl
67: Cc1cccc(NC(=S)N(CCN(C)C)C2CCN(C(C)C)CC2)c1
68: O=C(Nc1ccc(Br)cc1Cl)C1CC(=O)N(C2CCCCC2)C1 (stereo not drawn)
69: CCCCCCc1cc2cc(C(N)=O)/c(=N/c3sc4c(c3C(N)=O)CCCC4)oc2cc1O
70: CN(CC(=O)NCCc1ccc(F)cc1)CC(=O)Nc1ccc(F)c(F)c1F
Compound	66	67	68	69	70
GPR151 ag	0.7	-0.2	0.2	-1.2	0.3
MITF inh	8	6	-10	6	-5
TEAD-YAP inh	11	-4	-6	-5	5
FBW7 act	0.3	0.1	0.0	0.0	-0.1

71: CC1(C)C2CCC1(CS(=O)(=O)NC(c1ccccc1)c1ccccc1)C(=O)C2 (stereo not drawn)
72: CC(=O)C1C(c2ccncc2)NC(=O)NC1(O)C(F)(F)F (stereo not drawn)
73: CC(C)(C)CC(=O)N1CCC2(CCC(=O)N2Cc2ccccc2)CC1
74: Cc1ccc(C(=O)c2sc3nc(-c4ccccc4)cc(C(F)(F)F)c3c2N)c(C)c1
75: CCOc1ccccc1CN1CCNC(=O)C1CC(=O)NCc1cnc(C)cn1 (stereo not drawn)
Compound	71	72	73	74	75
GPR151 ag	-0.3	1.0	-0.1	0.6	-1.4
MITF inh	10	-4	10	14	10
TEAD-YAP inh	0	14	-3	-13	9
FBW7 act	0.0	0.0	0.1	0.6	0.1

76: COc1ccc(-n2c(-c3cccc([N+](=O)[O-])c3)n[nH]c2=S)cc1
77: CCOC(=O)c1c(/N=c2\oc3ccc(Br)cc3cc2C(N)=O)sc2c1CCCC2
78: COc1ccc(/C=C(/NC(=O)c2ccccc2OC)C(=O)Nc2ccc(C(=O)O)cc2)cc1
79: CN(C)C(=O)c1ccc(N2CCC(NCc3cccc(F)c3)CC2)cc1
80: CN(C(=O)c1ccccc1)c1nc(-c2ccc(F)cc2)cs1
81: O=C1CC(N2CCCCCCC2)C(=O)N1c1ccc(Br)cc1 (stereo not drawn)
Compound	76	77	78	79	80	81
GPR151 ag	0.6	0.9	-1.1	-0.3	-0.6	0.8
MITF inh	2	6	1	12	5	3
TEAD-YAP inh	-2	1	1	-7	-5	10
FBW7 act	0.3	0.1	0.4	-0.1	0.1	0.1

From PubChem
